High-throughput results (PubChem)
GAA glycogen mod: qHTS Assay for Inhibitors and Activators of Human alpha-Glucosidase Cleavage of Glycogen; Lysosomal alpha-glucosidase (Homo sapiens), P10253; recombinant GAA, glycogen substrate, Amplex Red glucose oxidase fluorescence; Potency, µM (doses to about 76.4 µM), without a hit: at the top dose activity change, negative = inhibition, hits mostly inhibitors; hit rate 0.38% among 300,000;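 further: 0% = full enzyme reaction and -100% = no-enzyme basal signal; the screen sought inhibitors and activators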
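Recombinant human alpha-glucosidase (4 nM final) hydrolysed bovine liver glycogen (30 ug) for 40 min at 37 C in pH 5.0 citrate/phosphate with 0.01% Tween-20. Released glucose detected by glucose oxidase/Amplex Red, Ex 573/Em 610 nm. Compounds up to 77 uM; AC50 from Hill fits.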
GAA spleen mod: qHTS Assay for Inhibitors and Activators of Human alpha-Glucosidase From Spleen Homogenate. Lysosomal alpha-glucosidase (Homo sapiens), P10253. human spleen homogenate, 4-MU-alpha-glucoside fluorescence. Potency, µM (top dose mostly 79.9 µM), for the others: at the highest dose activity change, negative = inhibition, actives largely listed as inhibitors. hit rate 0.006% among 240,000;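 further: 0% = enzyme with vehicle and -100% = no enzyme basal signal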
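Human spleen homogenate (1 ug) incubated with compounds and 1 mM 4-methylumbelliferyl-alpha-D-glucopyranoside in pH 5.0 citrate/phosphate buffer, 37 C, 40 min. Stopped at pH 10; 4-MU fluorescence (Ex 365/Em 440 nm); AC50 by Hill fit.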
Tau fibril ThT: qHTS for Inhibitors of Tau Fibril Formation, Thioflavin T Binding | Potency, µM (doses to about 57.4 µM), without a hit: top-dose activity, negative = inhibition, most hits filed as inhibitors | recombinant tau K18 P301L, heparin-induced fibrillization, ThT fluorescence | hit rate 2.1% among 270,000 | Microtubule-associated protein tau (Homo sapiens), P10636; further: on the % scale 0 is the no-effect control and ±100 the full control effect; nearly all actives have a fitted effect of over 55% in size
Target sequence (P10636 561-689 P618L limits assumed): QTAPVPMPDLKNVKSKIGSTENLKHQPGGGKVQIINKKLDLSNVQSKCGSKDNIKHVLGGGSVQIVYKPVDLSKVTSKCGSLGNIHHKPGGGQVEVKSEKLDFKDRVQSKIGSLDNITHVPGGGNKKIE
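Aggregation was driven by heparin (20 uM final) acting on recombinant tau […] bearing P301L in 100 mM sodium acetate pH 7; fibrils were detected with Thioflavin T.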
Tau fluor cs: Counterscreen qHTS for Inhibitors of Tau Fibril Formation, Fluorescence Polarization; Potency, µM (top dose mostly 57.7 µM), for the others: top-dose activity change, negative = decrease; tau K18 P301L Alexa594 fluorescence, heparin fibrillization; hit rate 0.93% among 280,000; further: on the % scale 0 is the no-effect control and ±100 the full control effect; nearly all actives have a fitted effect of over 55% in size
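Human K18 P301L tau (15 uM unlabeled plus 0.24 uM Alexa 594-labeled, final) in 100 mM sodium acetate pH 7 was mixed with compound and 20 uM heparin and incubated 6 hr at 37 C.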
GLA spleen mod: qHTS Assay for Inhibitors and Activators of Human alpha-Galactosidase From Spleen Homogenate. Alpha-galactosidase A (Homo sapiens), P06280. human spleen homogenate, 4MU-alpha-Gal fluorescence, 40 min. Potency, µM (series often up to 80 µM), for inactives: at the highest dose activity change, negative = inhibition, usual class: inhibitors. hit rate 0.008% among 240,000. AID 2107, 2009;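 further: 0% = enzyme with vehicle and -100% = no enzyme basal signal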
Target sequence (P06280 32-429 limits assumed): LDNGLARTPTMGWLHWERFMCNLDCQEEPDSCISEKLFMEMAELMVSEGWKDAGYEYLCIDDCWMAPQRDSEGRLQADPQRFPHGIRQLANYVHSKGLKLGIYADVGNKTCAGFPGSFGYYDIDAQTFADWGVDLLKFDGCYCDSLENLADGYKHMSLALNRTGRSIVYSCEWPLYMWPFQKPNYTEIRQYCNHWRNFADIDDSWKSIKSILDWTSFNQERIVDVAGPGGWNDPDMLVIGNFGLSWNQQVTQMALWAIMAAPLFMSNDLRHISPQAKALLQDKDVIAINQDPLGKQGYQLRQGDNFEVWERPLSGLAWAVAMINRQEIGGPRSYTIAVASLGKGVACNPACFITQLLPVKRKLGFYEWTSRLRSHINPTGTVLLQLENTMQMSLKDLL
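Human spleen homogenate (1 ug) was the enzyme source, with 4-methylumbelliferyl-alpha-D-galactopyranoside (1 mM final) in pH 5.0 citrate buffer with 0.01% Tween-20. Compounds were titrated; after 40 min at 37C, NaOH/glycine stop, 4-MU fluorescence read; AC50 from Hill fits.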
GAA inh: qHTS Assay for Inhibitors of Human alpha-Glucosidase as a Potential Chaperone Treatment of Pompe Disease | Lysosomal alpha-glucosidase (Homo sapiens), P10253 | purified human GAA, 4-MU-alpha-glucoside fluorescence | Potency, µM (series often up to 76.9 µM), for the others: at the top dose activity change, negative = inhibition, most hits filed as inhibitors | hit rate 0.005% among 200,000 | AID 1466, 2008;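 further: plate controls were uninhibited enzyme wells for no effect and no-enzyme background for full effect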
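Fluorescence at Ex 365/Em 440 nm from 4-methylumbelliferone reported enzyme activity after 20 min at room temperature. Reactions used 4 nM enzyme and 400 uM substrate at pH 5.0; curves fitted with the Hill equation.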
Tau FP inhib: qHTS for Inhibitors of Tau Fibril Formation, Fluorescence Polarization; K18 P301L tau heparin fibrillization, Alexa594 FP, 6 h; Microtubule-associated protein tau (Homo sapiens), P10636; AID 1468, 2008; hit rate 0.39% among 280,000; Potency, µM (doses to about 57.7 µM), for inactives: top-dose activity, negative = inhibition, hits mostly inhibitors; further: on the % scale 0 is the no-effect control and ±100 the full control effect; nearly all actives have a fitted effect of over 55% in size
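Heparin (20 uM) drove fibril formation of recombinant tau K18 P301L, 15 uM unlabeled with 0.24 uM Alexa 594 label, for 6 hr at 37 C in 100 mM sodium acetate pH 7. Fluorescence polarization (555/632 nm) read 1 hr after 30 uM ThT.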
HTT ATP protect: qHTS Multiplex Assay to Identify Dual Action Probes in a Cell Model of Huntington: Cytoprotection (ATP); PC12 HTT-Q103 induced, cytoprotection, ATP luminescence, 40 h; Potency, µM (doses to about 56.4 µM), for the others: cytoprotection (ATP increase), usual class: activators; hit rate 0.14% among 230,000; AID 1471, 2008;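 further: % of control where 0% means no effect; nearly all actives have a fitted effect of over 45% in size; toxic huntingtin expression switched on by the ecdysone agonist tebufenozide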
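Compounds were screened for protection of PC12 cells against cell death after tebufenozide induction (100 nM final) of mutant Huntingtin exon 1 (Q103) fused to GFP.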
* marks the source's active call; other numbers are inactive results; ? = inconclusive; nt = no result given; & = joins results of further samples; [ ] = remark or other dose. The call rests on the fitted dose curve; in most records, active means well fitted curve in the direction sought with a large enough effect; inconclusive means small, poorly fitted or top-dose-only effect, or another doubt; inactive means no such curve, though single readings can be large; an effect the other way counts as inactive or inconclusive. Potency means the concentration at half of the fitted maximal effect.

Order of results: GAA glycogen mod, Tau FP inhib, GAA inh, HTT ATP protect, Tau fibril ThT, Tau fluor cs, GAA spleen mod, GLA spleen mod
N#CCCn1c(C2CCCCC2)nc2ccccc21
→ 0%, -4%, -2%, -1%, -1%, 3%, -13%, 15%
CCC(CO)Nc1ncc([N+](=O)[O-])cc1C#N (stereo not drawn)
→ 13%, 9%, -9%, -47%[inhibitor][10 µM], 6%, 6%, -13%, -8%
O=S(=O)(c1cccc(S(=O)(=O)N2CCCC2)c1)c1cccc(S(=O)(=O)N2CCCC2)c1
→ 7%, -6%, -9%, -5%, 1%, -14%, -5%, -3%
CC(=O)c1cccc(N2C(=NC(=O)C(C)C)SC3CS(=O)(=O)CC32)c1 (stereo not drawn)
→ 13%, 0%, 3%, -15%[0.074 µM], -7%, -4%, 11%, 14%
CSC1=NCCN1C(=O)c1ccc(C)cc1
→ -7%, 5%, 6%, -13%[10 µM], -3%, -3%, 2%, -11%
O=C(NN1C(=O)c2ccccc2NC1c1ccccn1)c1ccc([N+](=O)[O-])cc1 (stereo not drawn)
→ 1%, 3%, 3%, -17%[10 µM], -15%, -9%, 1%, 8%
COC(=O)c1cccc(NC(=O)Cc2ccccc2[N+](=O)[O-])c1C
→ 5%, 4%, 13%, -1%[10 µM], 5%, 2%, 3%, 7%
CCn1c(SCC(=O)Nc2ccc(N3CCOCC3)c(Cl)c2)nnc1-c1ccc(N)cc1
→ 0%, 7%, -11%, -36%, ?, -19%, 2%, 5%
CN1CCN(c2nc(-c3ccccc3)c3cc(Cl)ccc3n2)CC1
→ 6%, -2%, 0%, 3%, -4%, -11%, -4%, 2%
CCc1cccc(CC)c1NC(=O)CO/N=C(\C)c1cccs1
→ 11%, 10%, ?, -6%[10 µM], 10%, 12%, 5%, 6%
CC(=O)Nc1ccc2nc(NC(=O)C(Cl)(Cl)Cl)sc2c1
→ 7%, -6%, nt, 3%[10 µM], -16%, -7%, -6%, -4%
Cc1ccc(C)c(OCC(=O)Nc2cc(C(=O)O)cc(C(=O)O)c2)c1
→ 7%, 2%, -3%, -17%, -11%, -2%, -2%, 2%
Cc1nnc(SCC(=O)NC2CC2)n1CC1CCCO1 (stereo not drawn)
→ 2%, 5%, -2%, -23%, -6%, -6%, 9%, 19%
COC(=O)c1ccc(C2/C(=C(\O)c3ccc4c(c3)OCCO4)C(=O)C(=O)N2CCCN(C)C)cc1 (stereo not drawn)
→ -15%, -11%, 0%, -9%, -3%, -2%, 3%, 3%
COC(=O)COc1ccc(S(=O)(=O)Nc2ccc(C(N)=O)cc2)cc1Cl
→ -10%, 0%, -7%, -4%, -5%, -2%, -1%, -2%
O=C(Nc1ccccc1)NC1(C(=O)NCCCN2CCOCC2)CCCCC1
→ 8%, -3%, 2%, -9%[10 µM], 2%, 4%, -2%, 6%
NC(=O)N/N=C\c1cccs1
→ 2%, -5%, nt, -4%[10 µM], nt, -27%, -1%, -2%
COc1ccccc1C(=O)Nc1nc2cc3c(cc2s1)OCO3
→ 9%, -3%, nt, -28%[10 µM], nt, -31%, -1%, -2%
COc1ccccc1-n1c(C)c2c(OC)cccc(=O)c2c1C
→ 1%, -4%, -2%, nt, ?, -9%, -27%, 2%
N/C(=N\OC(=O)CSc1ccccc1)c1cccc([N+](=O)[O-])c1
→ -8%, 3%, -14%, 28%[10 µM], -11%, -26%, -14%, 17%
CCOC(=O)COc1ccc(S(=O)(=O)N2CCN(c3ccccc3F)CC2)cc1
→ -9%, 2%, -10%, 11%[0.074 µM], -14%, -17%, -2%, -4%
CCCn1c(/C=C/c2ccccc2)nc2ccccc21
→ 0%, -2%&-1%, ?, -68%[inhibitor], -8%&-14%, -5%&-9%, 11%, ?
CCn1c(SCc2ccc([N+](=O)[O-])cc2)nnc1C(C)NC(=O)c1ccccc1Br (stereo not drawn)
→ 4%, -1%, 2%, -6%, -7%, -8%, -2%, 2%
O=C(NCCc1ccccc1)c1nc2ncccn2n1
→ -5%, 0%, -11%, 12%[10 µM], -10%, -7%, -1%, 5%
Cc1cc2c(n1-c1ccc(Br)cc1)CC(C)(C)CC2=O
→ 4%, -3%, -1%, 2%, -4%, -11%, -4%, -3%
Cc1nn(CC(=O)Nc2cccnc2)c(=O)c2ccccc12
→ -1%, -5%, 8%, nt, 1%, 1%, 1%, 4%
CC(C)(C)c1ccc(OCc2ccc(C(=O)N/N=C/c3ccc(O)c(O)c3)cc2)cc1
→ -1%, 14%, -3%, -143%[inhibitor], ?, 16µM*[quencher], 0%, -5%
COc1cc(C)nc(N2CCC(C(N)=O)CC2)n1
→ 0%, 3%, -9%, -2%, -5%, 1%, 2%, 4%
COC(=O)c1c(NC(=O)c2nc(SCc3ccccc3C)ncc2Cl)sc2c1CCCC2
→ -13%[76.3 µM], 1%, nt, nt, -11%, -5%, nt, nt
COc1ccc(C(=O)c2oc3ccccc3c2NC(=O)c2cc(=O)c3ccc(C)cc3o2)cc1Cl
→ -5%[76.3 µM], -5%, nt, nt, ?, ?, nt, nt

Overlap with the part before: two compounds; new compounds follow.
Order of results: GAA glycogen mod, Tau FP inhib, GAA inh, HTT ATP protect, Tau fibril ThT, Tau fluor cs, GAA spleen mod, GLA spleen mod
COC(=O)c1c(NC(=O)c2nc(SCc3ccccc3C)ncc2Cl)sc2c1CCCC2
→ -13%[76.3 µM], 1%, nt, nt, -11%, -5%, nt, nt
COc1ccc(C(=O)c2oc3ccccc3c2NC(=O)c2cc(=O)c3ccc(C)cc3o2)cc1Cl
→ -5%[76.3 µM], -5%, nt, nt, ?, ?, nt, nt
Cc1cc(=O)n(-c2ccc(O)cc2)[nH]1
→ 14µM*, -14%, 3%, -44%[inhibitor], ?, -24%, -5%, 4%
CC(C)COC(=O)c1cc(=O)[nH]c2ccccc12
→ 1%, 4%, 1%, -1%, -9%, -9%, 0%, -12%
Cc1ccc(S(=O)(=O)N[C@H]2COC(=O)C/C=C\[C@@H](C)COC(=O)C/C=C\[C@@H]2C)cc1
→ nt, -2%&2%[11.6 µM], nt, -18%&-4%[10 µM], -7%&-6%[11.5 µM], -9%&-3%[11.6 µM], -4%&-6%[17.4 µM], 4%&-2%[17.5 µM]
COc1ccc(C2(C)NC(=O)N(CC(=O)Nc3ccc(-c4nc5ccc(C)cc5s4)cc3)C2=O)cc1 (stereo not drawn)
→ 5%, -12%, -1%, ?, -3%, -11%, 14%, 7%
CCN(CC)c1nc(-c2ccc(Cl)cc2)cc(C(F)(F)F)c1C#N
→ -3%, 6%, 7%, -5%, -12%, -4%, 5%, 3%
S=c1[nH]cc(-c2ccccc2)n1-c1ccccc1
→ ?, -1%, -1%, -5%, -1%, -7%, -1%, -1%
COC(=O)c1ccc(NC(=O)CN2CCN(c3ccccc3)CC2)cc1
→ -11%, -11%, -2%, -7%[10 µM], -19%, -9%, 0%, 2%
CC(C)(C)c1ccc(OC2C(O)COC2/C=C/C#Cc2ccccc2)cc1 (stereo not drawn)
→ nt, -2%&-3%[11.6 µM], nt, -48%&3%[inhibitor][10 µM], -22%&-8%[11.5 µM], -26%&-18%[11.6 µM], 6%&-2%[17.4 µM], 1%&5%[17.5 µM]
COc1ccc(N2CCN(S(C)(=O)=O)CC2)cc1
→ 25%, -4%, -9%, 20%[10 µM], 0%, -2%, 0%, -16%
Cn1cccc1/C=C1\SC(=O)N(CC(=O)Nc2ccc(F)cc2)C1=O
→ -1%, ?, ?, -1%[10 µM], -11%, -28%, -2%, -2%
CN(C)S(=O)(=O)c1ccc(C(=O)NC2CCCc3ccccc32)cc1 (stereo not drawn)
→ 0%, 1%, -3%, ?, -13%, -16%, 0%, 11%
Cc1nn(C)cc1-c1n[nH]c(=S)n1-c1ccc(F)cc1
→ -2%, 9%, -7%, 7%[10 µM], 16%, 17%, -8%, 3%
O=C(NCCCn1ccnc1)/C(=C\c1cccs1)NC(=O)c1ccccc1
→ 11%, 2%, 4%, 1%[10 µM], -1%, -2%, -3%, -2%
CC1(C)C(c2cccs2)=[N+]([O-])C2(CCCCC/C2=N\NC(N)=O)N1O (stereo not drawn)
→ ?, 5%, 1%, -4%, -9%, -1%, -9%, -6%
CCN(CC)c1ccc(/C=N/O)cc1
→ ?, 1%, -5%, -27%, -12%, -10%, -2%, 3%
Cc1cc(=O)[nH]c(SCCCOc2ccc3c(c2)CCC3)n1
→ -3%, 3%, -5%, -39%[inhibitor], ?, -17%, -3%, -4%
CCN(CC)S(=O)(=O)c1ccc(Cl)c(NC(=O)c2cc(Cl)ccc2Cl)c1
→ 12%, -13%, -3%, 21%[10 µM], 0%, -19%, -3%, 1%
CCN1C(=O)C(CC(=O)Nc2ccc(OC)cc2)N(CCCN2CCN(c3ccc(OC)cc3)CC2)C1=S (stereo not drawn)
→ -22%, 6%, -9%, -58%[inhibitor], ?, ?, 1%, -1%
CC(=O)Cc1nsc(NC(=O)c2ccc(-c3cccc(Cl)c3)o2)n1
→ -2%, 2%, -10%, nt, -18%, -10%, -8%, -6%
CCNC(=S)NCCN1CCOCC1
→ -10%, 4%, 3%, 14%[10 µM], 6%, 12%, -7%, -4%
COCCCNC(=O)C1CCN(S(=O)(=O)N(CC(C)C)CC(C)C)CC1
→ 4%, -12%, 6%, -10%, 5%, -6%, -11%, 2%
